Assay outcomes (PubChem)
BAP1 inh: inhibitors of human BAP1 deubiquitinase | activity remaining (% of control), % at 20 µM | 0.48% of 72,000 active | AID 436 | recombinant BAP1, Ub-AMC hydrolysis fluorescence kinetic; hits give low values;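 active = activity remaining at or below 50% of control, provided the compound also passes the data quality filters; inactive = the rest, including low values that fail the filters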;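 also: 100% = DMSO wells rate and 0% = substrate alone blank rate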
HePTP inh: inhibitors of human HePTP phosphatase | P35236 | recombinant HePTP phosphatase activity, OD absorbance | inhibition, % at 20 µM | 0.64% of 110,000 active | AID 521; in the data active = inhibition above about 50%;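 also: plate controls were vehicle for no effect and reference inhibitor for full effect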
Target sequence (P35236 whole entry, looked up): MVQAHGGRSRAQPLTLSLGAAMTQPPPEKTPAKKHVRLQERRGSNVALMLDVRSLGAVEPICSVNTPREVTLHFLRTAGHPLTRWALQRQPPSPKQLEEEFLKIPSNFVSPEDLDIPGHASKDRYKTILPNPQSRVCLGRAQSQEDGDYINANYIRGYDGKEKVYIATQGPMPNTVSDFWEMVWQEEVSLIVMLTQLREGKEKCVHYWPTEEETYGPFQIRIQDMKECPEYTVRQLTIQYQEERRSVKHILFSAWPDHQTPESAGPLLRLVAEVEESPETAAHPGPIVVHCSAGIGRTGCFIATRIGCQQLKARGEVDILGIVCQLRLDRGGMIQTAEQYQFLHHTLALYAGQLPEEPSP
* marks the source's active call; other numbers are inactive results; x = no result given; & = joins results of further samples.

molecule	BAP1 inh	HePTP inh
O=C(CCCn1c(=O)[nH]c2ccsc2c1=O)N1CCN(c2ccccn2)CC1	92	6
CCOc1ccccc1NC(=O)CCn1c(=O)oc2ccccc21	110	3
CCOC(=O)N1CCN(C(=O)c2cnn3c(C(F)F)cc(-c4ccc(C)cc4)nc23)CC1	119	2
O=C(c1ccco1)N1CCC(c2ccccc2)C1 (stereo not drawn)	99	3
COc1cccc(OCCOc2ccc(/C=C3/SC(=S)N(Cc4ccccc4)C3=O)cc2)c1	x	-3
O=C(Cn1c2ccccc2c(=O)c2ccccc21)Nc1ccc(OCc2ccccc2)cc1	137	x
COC(=O)c1ccc(/C=N/n2cnnc2)cc1	107	-6
Cn1c(SCC(=O)NCc2ccco2)nnc1-c1cccs1	59	5
CCCC(=O)Nc1ccc2oc(-c3cccnc3)nc2c1	88&66	15
O=C(O)c1cccc([N+](=O)[O-])c1C(=O)Nc1nc2ccccc2s1	x	9
O=C(COc1ccc2c3c(c(=O)oc2c1)CCCC3)OCc1ccccc1	x	6
COc1ccc(OC)c(C(c2nnnn2Cc2ccccc2)N2CCN(C)CC2)c1 (stereo not drawn)	104	6
COc1ccc(C(=O)Nc2ccc3oc(-c4ccc(OC)c(Cl)c4)nc3c2)cc1Cl	x	28
COc1ccc(CNC(=O)c2cc(-c3ccc(OC)c(OC)c3)on2)cc1	110	13
Cn1c(=O)c2c(SCC(=O)NCc3ccco3)nc(CC(C)(C)C)nc2n(C)c1=O	92	1
Cc1cc(-c2ccccc2)c(C#N)c(N)n1	69	-1
CC(=O)c1cccc(NC(=O)Nc2cnn(Cc3ccc(F)cc3)c2)c1	71	-10
Cc1ccc(-c2cc(C(F)(F)F)n3ncc(C(=O)NCCCN4CCOCC4)c3n2)cc1	x	-1
Cc1ccc2c(CC(=O)NCc3ccco3)coc2c1C	58	2
COC(=O)\C(C(C)=O)=C(/C=C/C=C/N(C)C)N(C)C	61	24
Cc1ccc(Nc2nc(CSc3nnc(-c4cccs4)o3)cs2)cc1	x	9
COc1cccc(-c2nn3c(-c4cccc(C)c4)nnc3s2)c1	105	4
CC1Cc2ccccc2N1S(=O)(=O)c1cccc2nsnc12 (stereo not drawn)	144	9
NC(=O)C1(N2CCCCC2)CCN(Cc2nc3ccccc3c(=O)[nH]2)CC1	117	16

Looked up by structure from the entries so far (6):
molecule	BAP1 inh	HePTP inh
Cn1c(=O)c2c(SCC(=O)NCc3ccco3)nc(CC(C)(C)C)nc2n(C)c1=O	92	1
Cc1ccc(-c2cc(C(F)(F)F)n3ncc(C(=O)NCCCN4CCOCC4)c3n2)cc1	x	-1
COc1ccc(CNC(=O)c2cc(-c3ccc(OC)c(OC)c3)on2)cc1	110	13
NC(=O)C1(N2CCCCC2)CCN(Cc2nc3ccccc3c(=O)[nH]2)CC1	117	16
Cc1cc(-c2ccccc2)c(C#N)c(N)n1	69	-1
COc1cccc(-c2nn3c(-c4cccc(C)c4)nnc3s2)c1	105	4

Going on with the list.
molecule	BAP1 inh	HePTP inh
CC(=O)c1ccc(OCCCC(=O)n2nnc3ccccc32)cc1	108	11
CCOC(=O)c1ccccc1NS(=O)(=O)c1cccs1	x	8
O=S(=O)(N=C(Nc1ccc2ccccc2c1)c1ccccc1)c1ccc(Cl)cc1	88	x
COC(=O)c1c(C)oc2ccc(OCc3cccc(F)c3)cc12	x	2
Cc1ccccc1NC(=O)C(=O)NCCC1=CCCCC1	x	-4
O=C(Nc1ccc(Cl)cn1)c1cccc(Cl)c1Cl	x	0
O=CN1Cc2ccccc2-c2ccccc2C1	x	3
Cn1cnnc1SCNC(=O)C(F)(F)F	113	-8
O=S1(=O)C=C(Sc2nc3ccccc3s2)c2ccccc21	54	7
CC(=O)Oc1ccc(NC(=O)CSc2ccccc2)cc1	89	2
CC(C)CCn1c(Br)nc2c1c(=O)n(CC(N)=O)c(=O)n2C	102	9
COc1ccc(OC)c(C2NC(=O)NC(C)=C2C(=O)OCCc2ccccc2)c1Br (stereo not drawn)	x	-7
CCOc1ccc(/C=C2/C(=O)N(c3ccccc3)N=C2C)c(OCC)c1	x	-4
CC1(C)CC(=O)C(=Cc2cn(-c3ccccc3)nc2-c2ccc(Cl)cc2)C(=O)C1	x	-10
Cc1cc(C)n(C(=O)Nc2ccccc2)n1	x	6
COc1ccc(C(=O)CSc2nnc(CNc3ccc(C)cc3C)o2)cc1	107	7
N#Cc1c(NC(=O)CSc2nc(-c3ccco3)cc(C(F)(F)F)n2)sc2c1CCCC2	54	7
Cc1ccc(S(=O)(=O)n2cc(C=C3C(=O)NC(=S)NC3=O)c3ccccc32)cc1	x	8
c1ccc2c(c1)nc(NCC1CCCO1)c1nnnn12 (stereo not drawn)	75	4
COc1cc(C(=S)N2CCC(C)CC2)ccc1O	x	5
O=[N+]([O-])c1ccc(OC/C=C/c2cccc([N+](=O)[O-])c2)cc1	x	0
COc1ccc(-c2nnc(SCC(=O)NCc3ccco3)n2C)cc1	101	-10
CC(CNCc1ccc2c(c1)OCO2)NCc1ccc2c(c1)OCO2 (stereo not drawn)	88	10
Cc1cccc(NC(=O)CN(c2ccc(C(C)C)cc2)S(=O)(=O)c2ccccc2)c1	x	7
COc1ccc(C(=O)c2ccc(N3CCOCC3)cc2)c(OC)c1	95	-4
CC(=O)OC1CC(C)(C)N([O])C(C)(C)C1	x	-7
COc1ccc(C(=O)Nc2ccccc2)cc1NC(=O)C(C)Oc1ccccc1 (stereo not drawn)	x	5
COC(=O)CCNc1ccc2c(c1)OCCO2	97	0
O=C(Nc1ccc(Cc2ccncc2)cc1)c1ccc(-c2ccc(Br)cc2)o1	x	-7
COc1ccc(C2Nc3ccccc3C(=O)N2Cc2ccccc2)cc1Cn1nc(C)c(Cl)c1C (stereo not drawn)	x	-2
O=c1[nH]c2cc(Cl)c(Cl)cc2[nH]c1=O	42*	x
O=C1OC(c2ccc(Br)cc2)=C/C1=C/c1cccs1	x	8
CCOC(=O)C1C(=O)C=C(C)C(C(=O)OCC)C1c1ccc(OC)cc1 (stereo not drawn)	88	-1
CC1(C)c2ssc(=S)c2-c2ccccc2N1C(=O)CN1CCCCC1	x	8
COC(=O)c1oc2ccc(OC)cc2c1N	x	4
COc1ccc(OC)c2sc(NC(=O)C(C)C)nc12	101	4

Profiles from above.
`O=C(Nc1ccc(Cc2ccncc2)cc1)c1ccc(-c2ccc(Br)cc2)o1` is listed as BAP1 inh: x; HePTP inh: -7
`COc1ccc(C(=O)Nc2ccccc2)cc1NC(=O)C(C)Oc1ccccc1` (stereo not drawn) is listed as BAP1 inh: x; HePTP inh: 5

Additional records follow.
molecule	BAP1 inh	HePTP inh
Cc1nnc(C)n1/N=C/c1cc(Br)cc(Br)c1O	107	7
COc1cccc(C2=CC(c3cccc(OC)c3OC(F)F)n3nnnc3N2)c1 (stereo not drawn)	81	-8
C=CCc1ccc(OCCCCN2CCC(C)CC2)c(OC)c1	x	-2
Cc1nc2sc(C(c3ccc(C(C)C)cc3)N3CCN(CCO)CC3)c(O)n2n1 (stereo not drawn)	100	11
O=C1c2ccccc2-c2onc3c(N4CCCC4)cc(Nc4ccccc4)c1c23	60	x
COc1cc(OC)cc(C(=O)N/N=C(\C)CC(=O)Nc2ccccc2C(F)(F)F)c1	x	6
C=CCNC(=O)C(=O)N/N=C/c1ccccc1O	x	-2
COc1ccc(C2Nc3ccccc3NC3=C2C(=O)CC(c2ccc(OC)c(OC)c2)C3)cc1 (stereo not drawn)	x	-9
COc1ccc(NS(=O)(=O)c2ccc(NC(=O)C3CCCO3)cc2)cc1 (stereo not drawn)	105	12
C=CCN1C(=O)CSC1=Nc1cccc(O)c1	108	-4
COc1ccccc1Oc1ccc(S(=O)(=O)N2CCOCC2)cc1S(=O)(=O)N1CCOCC1	86	-7
Cc1cccc(NC(=S)NC(=O)/C=C/c2ccccc2)c1	x	2
Cc1ccc(S(=O)(=O)N2CC(O)CC2C(=O)Nc2ccc3c(c2)CCC3)cc1 (stereo not drawn)	76	1
COc1ccc(C2CC(C(F)(F)F)n3nc(C(=O)Nc4cccc(Cl)c4Cl)c(Cl)c3N2)cc1 (stereo not drawn)	x	5
COc1ccc(C2=NOC(O)(C(F)(F)F)C2)cc1 (stereo not drawn)	x	-18
C=CCOC(=O)CCCC(=O)NC1CCCCC1	x	8
N=P(N1CCOCC1)(N1CCOCC1)C12CC3CC(CC(C3)C1)C2	107	8
O=C(NCc1ccco1)C(=O)Nc1ccc([N+](=O)[O-])cc1	x	-7
COc1ccc(/C=C/C(=O)Nc2ccc(F)cc2)cc1Br	x	8
COc1ccccc1C(O)P(=O)(OC(C)C)c1ccc(N(C)C)cc1 (stereo not drawn)	62	-5
COc1ccc(N2C(=O)CC(NCCCc3ccccc3)C2=O)cc1 (stereo not drawn)	x	-2
COc1ccc(OC)c(NC(=O)Cn2cnc3c(cnn3-c3ccccc3)c2=O)c1	97	6
O=C1SC(c2ccccc2)=C/C1=C\N1CCCCC1	365	1
Nn1c(SCC(=O)NC2CCCCC2)nnc1C1CC1	98	7
O=C1NCCCC1C(=O)NCCN1C(=O)CCC1=O (stereo not drawn)	96	2
C=CCNc1nc(-c2cccc([N+](=O)[O-])c2)cs1	76	x
CCOc1ccc(N(CC(=O)Nc2ccc(C)cc2)S(C)(=O)=O)cc1	x	-11
CCc1ccc(-c2nn(-c3cc(N4CCOCC4)ccc3[N+](=O)[O-])c(=O)c3ccccc23)cc1	x	-8
O=C(c1ccccc1)c1ccc(C(=O)N2CCN(C(=O)c3ccc(C(=O)c4ccccc4)cc3)CC2)cc1	x	6
CC(C)Oc1cccc(C(=O)Nc2ccc3oc(-c4ccncc4)nc3c2)c1	x	8
COC(=O)C1=C(C)NC(=O)NC1c1ccc(OC(C)C)cc1 (stereo not drawn)	x	1
O=C(Nc1ccc([N+](=O)[O-])cc1)c1cc2ccccc2o1	x	8
Cc1cccc(C(C)C)c1NC(=O)COc1ccc([N+](=O)[O-])cc1	x	10
Cn1cc(S(=O)(=O)N2CCN(Cc3ccccc3)CC2)c(=O)n(C)c1=O	99	2
O=C(Nc1ccc(NC(=O)c2cccc3ccccc23)cc1)c1ccc(Br)cc1	x	2
COc1cc(C(=O)c2cc(Br)ccc2NC(=O)C(OC)c2ccccc2)cc(OC)c1OC (stereo not drawn)	x	2
CCOC(=O)CN1C(=O)NC2NC(=O)NC21 (stereo not drawn)	117	10
CCCC(=O)Nc1ccc(Cl)cc1C(=O)O	x	3
O=C(CSc1nnc(-c2ccccc2)o1)N1CCN(c2ccccc2)CC1	68	1
O=C(Nc1ccc(Cc2ccncc2)cc1)c1cc(F)c(F)cc1Cl	x	11
Cn1c2c(c(=O)n(C)c1=O)C(c1ccc(OC(=O)c3ccc(Br)cc3)cc1)C1C(=O)c3ccccc3C1=N2 (stereo not drawn)	x	-14
CCNC(=O)C1(c2ccccc2)CCCC1	x	4
Clc1ccc(Cl)c(OCCOCCN2CCOCC2)c1	x	-6
O=c1c(-c2ccc(Cl)cc2)coc2c(CN3CCOCC3)c(O)ccc12	54	8
CC(=O)Nc1ccc(NC(=O)C2(c3ccccc3)CCCC2)cc1	53	x
O=C(NC1CCCCCC1)C1CCN(c2nc3ccccc3o2)CC1	89	-5
COc1ccc(N(CC(=O)Nc2ccc(Cl)cc2C)S(=O)(=O)c2ccc(C)c([N+](=O)[O-])c2)cc1	x	-3
COc1cccc(C(=O)Nc2ccc(Cl)c(-c3nc4cc(C)ccc4o3)c2)c1	69	x
COc1ccc(CCNC(=O)C2CCN(S(=O)(=O)c3cccc4nonc34)CC2)cc1OC	86	5
CCc1nc(Nc2ccc3nccnc3c2)c2oc3ccccc3c2n1	95	-16
O=C1CSC(c2cccc(Cl)c2Cl)N1 (stereo not drawn)	x	5
Cc1ccc(Cn2ccc(NC(=O)C3C4CCC(C4)C3C(=O)O)n2)cc1 (stereo not drawn)	104	-5
CCOc1cccc(C(=O)Nc2nc3ccc(C)cc3s2)c1	x	6
O=C(Nc1ccccn1)NC(C(F)(F)F)C(F)(F)F	104	4
COc1cc(C(=O)NCCOc2ccccc2Cl)cc(OC)c1OC	x	-10
Cc1ccc(-n2c(=O)c3sccc3n(CC(=O)N3CCCC3)c2=O)cc1	106	8
Cc1ccc(/C=N/NC(=O)C(C)Nc2ccc(Cl)cc2)o1 (stereo not drawn)	x	2
CC(=O)N(c1ccccc1)C1CC(C)N(C(=O)c2cccs2)c2ccccc21 (stereo not drawn)	x	13
Cc1nc(N)sc1-c1csc(Nc2ccc(Cl)cn2)n1	76	-3
CN1C(=O)/C(=C\c2ccc(OCCOc3ccc(Br)cc3)cc2)SC1=S	x	3

More results:
molecule	BAP1 inh	HePTP inh
COc1cccc(C(C(=O)NCc2ccco2)N(C(=O)Cn2nnc3ccccc32)C2CC2)c1OC (stereo not drawn)	93	12
COc1ccc2ncn(-c3ccccc3)c2c1	102	-7&-10
O=C1CSC(c2ccccc2F)N1CCN1CCCCC1 (stereo not drawn)	111	2
CCOCCn1c(SCc2cccc(C)c2)nc2c1c(=O)[nH]c(=O)n2C	85	4
CCc1ccccc1NC1c2ccccc2C(=O)N1Cc1ccco1 (stereo not drawn)	99	6
O=C(NCc1ccc2c(c1)OCO2)C1CC(=O)N(C2CCCCCCC2)C1 (stereo not drawn)	98	-7
O=C(NCc1ccco1)C1CCN(c2nc3ccccc3n2Cc2ccc(F)cc2)CC1	99	-8
Cc1ccc(C2(c3ccc(C)cc3)C(=O)NCc3ccccc32)cc1	x	1
